TbPYK inhibitor: T. brucei pyruvate kinase inhibition | AID 624173 | Potency, µM (highest dose often 76.8 µM), for inactives: top-dose activity, negative = inhibition, actives largely listed as inhibitors | TbPYK enzyme, Kinase-Glo Plus ATP luminescence, 45 min | Q57TT1 | 0.12% of 410,000 active; note: nearly all actives have a fitted effect of over 50% in size
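Luminescent Kinase-Glo Plus end-point after 45 min room-temperature reaction of T. brucei pyruvate kinase started with 130 uM ADP (final). Buffer TEA 50 mM pH 7.2 with KCl, MgCl2, BSA, Tween-20; titration-based qHTS with fitted concentration-effect curves.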
Pf growth 96h: P. falciparum growth inhibition at 96 hours | P. falciparum luciferase reporter growth, 96 h | Potency, µM (doses to about 28.7 µM), without a hit: at the highest dose activity change, negative = inhibition, hits mostly inhibitors | 6.9% of 320,000 active | AID 504834
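96 h incubation, 37 C, 5% CO2, of luciferase-reporter P. falciparum-infected RBCs (2% hematocrit, 0.05% parasitemia final) with test compounds; endpoint luminescence.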
HCV inhibitor: inhibitors of hepatitis C virus infection; Huh7.5.1 HCVcc-Cre infection, luciferase reporter, 44 h; Potency, µM (titrated, usually from 41.8 µM), without a hit: at the highest dose activity change, negative = inhibition, hits mostly inhibitors; 3.4% of 340,000 active
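Antiviral activity was scored by luciferase reporter output from cells infected with HCVcc-Cre (~0.5 moi) in presence of compound, 44 h infection period, cells seeded 1,000/well 4 h prior.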
Pf growth 48h: P. falciparum growth inhibition at 48 hours (one generation); P. falciparum luciferase growth in erythrocytes, 48 h; AID 504832; 5.9% of 310,000 active; Potency, µM (titrated, usually from 28.7 µM), without a hit: at the highest dose activity change, negative = inhibition, most hits filed as inhibitors
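A one-generation exposure of luciferase-tagged malaria parasites in RPMI 1640/Albumax erythrocyte culture, 37 C and 5% CO2. Inhibition is inferred from decreased luminescence after adding detection reagent.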
LmPK inh: inhibitors of Leishmania mexicana pyruvate kinase; 0.37% of 290,000 active; purified LmPK, Kinase-Glo ATP luminescence, 1 h; Potency, µM (titrated, usually from 57.5 µM), for the others: at the top dose activity change, negative = inhibition, hits mostly inhibitors; Q27686
Target sequence (Q27686 whole entry, looked up): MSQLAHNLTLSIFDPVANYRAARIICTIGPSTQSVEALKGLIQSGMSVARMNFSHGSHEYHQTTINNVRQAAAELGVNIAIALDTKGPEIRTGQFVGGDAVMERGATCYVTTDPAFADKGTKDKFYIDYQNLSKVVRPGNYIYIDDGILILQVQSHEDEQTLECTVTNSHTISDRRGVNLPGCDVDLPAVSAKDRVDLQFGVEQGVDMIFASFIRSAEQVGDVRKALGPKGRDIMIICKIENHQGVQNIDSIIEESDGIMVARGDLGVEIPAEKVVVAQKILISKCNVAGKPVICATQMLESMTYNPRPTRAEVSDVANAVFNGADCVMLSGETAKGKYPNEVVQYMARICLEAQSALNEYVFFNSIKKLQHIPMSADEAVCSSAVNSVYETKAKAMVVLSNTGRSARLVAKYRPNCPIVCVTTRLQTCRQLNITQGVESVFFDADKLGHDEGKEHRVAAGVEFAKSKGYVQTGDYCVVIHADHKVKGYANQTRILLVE
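0.1 nM LmPK, 0.5 mM PEP, 0.1 mM ADP; 50 mM imidazole pH 7.2, 7 mM MgCl2, 50 mM KCl; 1 h RT. Kinase-Glo luminescence readout, normalized to no-enzyme (full inhibition) and uninhibited wells.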
Sm TGR inh: inhibitors of Schistosoma mansoni thioredoxin glutathione reductase; Q962Y6; purified TGR, DTNB reduction, TNB absorbance 405 nm; Potency, µM (series often up to 114 µM), for inactives: at the highest dose activity change, negative = inhibition, hits mostly inhibitors; 3% of 360,000 active; note: nearly all actives have a fitted effect of over 60% in size
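First, TGR (20 nM dispensed) and NADPH were mixed with compound. Second, a 15 min room-temperature incubation followed. Third, further NADPH and then DTNB were added to start the reaction. Finally, TNB absorbance was monitored kinetically.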
* = called active by the depositor; ? = inconclusive; · = no result given; ! = repeats disagree; [ ] = dose if it differs, or a comment. Calls come from the whole dose curve; as a rule, active = well fitted curve in the direction sought with a large enough effect; inconclusive = small, poorly fitted or top-dose-only effect, or another doubt; inactive = no such curve, though single readings can be large; an effect the other way counts as inactive or inconclusive. % is set by controls: 0 for no effect and ±100 for the full control effect; potency is the fitted concentration of half-maximal effect.

Letters – A = TbPYK inhibitor; B = Pf growth 96h; C = HCV inhibitor; D = Pf growth 48h; E = LmPK inh; F = Sm TGR inh
Cc1cccc(C)c1NC(=O)C1(N(Cc2ccco2)C(=O)Cn2nnnc2N)CCCCC1
  A = 0%	B = 6.6µM*	C = 17%	D = 6%	E = 0%	F = 0%

CC(C)(C)NC(=O)c1ccc2c3c(cccc13)CC2
  A = -15%	B = -40%	C = ?	D = -26%	E = -4%	F = 1%

CCCCOc1ccc(/C(O)=C(\C#N)c2nc3ccccc3[nH]2)cc1
  A = 1%	B = ?	C = 8%	D = ·	E = -8%	F = 5%

COc1ccc(O)c(/C=N/NC(=O)CN2CCS(=O)(=O)CC2)c1
  A = -2%	B = -5%	C = -22%	D = -15%	E = -3%	F = -24%

Cc1ccc(S(=O)(=O)c2cc3c(=O)n4cc(C)ccc4nc3n(CC3CCCO3)c2=N)cc1 (configuration not stated)
  A = ·	B = ·	C = ·	D = 9%	E = 7%	F = 7%

Oc1ccccc1/C=N/N1CCN(c2ccccn2)CC1
  A = -6%	B = 42%[activator]	C = 10%	D = 86%[activator]	E = -4%	F = 4%

C=CCNC(=O)c1ccc2nccnc2c1
  A = -6%	B = 8%	C = 3%	D = 40%[activator]	E = 2%	F = 4%

Cc1ccccc1NC(=O)COc1coc(CN2CCN(c3ccccc3)CC2)cc1=O
  A = 0%	B = -21%	C = ?	D = ?	E = ·	F = -16%

CC1(C)CC(=O)C2=C(C1)Nc1ccccc1NC2c1cccs1 (configuration not stated)
  A = -6%	B = 24%	C = 24%	D = -4%	E = -3%	F = 6%[57.1 µM]

CCOc1ccc(CCNC(=O)CCc2nnc3ccc(N4CCCC4)nn23)cc1OCC
  A = 2%	B = ?	C = -12%	D = -17%	E = -4%	F = 1%

Reformatted: results already given
Second line of a record – TbPYK inhibitor, Pf growth 96h, HCV inhibitor, Pf growth 48h, LmPK inh, Sm TGR inh
Cc1cccc(C)c1NC(=O)C1(N(Cc2ccco2)C(=O)Cn2nnnc2N)CCCCC1
  0%, 6.6µM*, 17%, 6%, 0%, 0%
CC(C)(C)NC(=O)c1ccc2c3c(cccc13)CC2
  -15%, -40%, ?, -26%, -4%, 1%
CCCCOc1ccc(/C(O)=C(\C#N)c2nc3ccccc3[nH]2)cc1
  1%, ?, 8%, ·, -8%, 5%
COc1ccc(O)c(/C=N/NC(=O)CN2CCS(=O)(=O)CC2)c1
  -2%, -5%, -22%, -15%, -3%, -24%
Cc1ccc(S(=O)(=O)c2cc3c(=O)n4cc(C)ccc4nc3n(CC3CCCO3)c2=N)cc1 (configuration not stated)
  ·, ·, ·, 9%, 7%, 7%
Oc1ccccc1/C=N/N1CCN(c2ccccn2)CC1
  -6%, 42%[activator], 10%, 86%[activator], -4%, 4%
C=CCNC(=O)c1ccc2nccnc2c1
  -6%, 8%, 3%, 40%[activator], 2%, 4%
Cc1ccccc1NC(=O)COc1coc(CN2CCN(c3ccccc3)CC2)cc1=O
  0%, -21%, ?, ?, ·, -16%

Following part
Letters – A = TbPYK inhibitor; B = Pf growth 96h; C = HCV inhibitor; D = Pf growth 48h; E = LmPK inh; F = Sm TGR inh
COc1cc(/C=N/NC(=O)C(=O)Nc2ccccn2)ccc1O
  A = 0%	B = 29%	C = 34%[activator]	D = -16%	E = -9%	F = -3%

CCC(C)(C)NC(=O)C(C)OC(=O)c1nsc(Cl)c1Cl (configuration not stated)
  A = 3%	B = -29%	C = 18%	D = 5%	E = 3%	F = -15%

CCOc1ccc(S(=O)(=O)N2CCN(S(=O)(=O)c3ccc(C(C)=O)cc3)CC2)cc1
  A = -11%	B = -10%	C = 16%	D = 2%	E = -4%	F = -19%

O=C(C1CCCN(S(=O)(=O)c2cnc[nH]2)C1)N(CCc1ccccc1)Cc1ccccc1 (configuration not stated)
  A = -3%	B = 8%	C = 6%	D = ·	E = 15%	F = -10%

COc1ccc2oc(C(=O)NCc3cc(OC)c(OC)cc3OC)c(C)c2c1
  A = 1%	B = ?	C = 16µM*	D = ?	E = -2%	F = 7%

O=C(O)c1cnn2c(-c3ccc(F)cc3)ccnc12
  A = 0%	B = 7%	C = 14%	D = -1%	E = 1%	F = 0%

CNc1nc(SCc2ccccc2Cl)nc2c1CCCC2
  A = 2%	B = 15µM*	C = 7.1µM*	D = 13µM*	E = 4%	F = 14%

COc1ccc(S(=O)(=O)N(C)c2ccc(OC(=O)C(C)Oc3ccc(F)cc3)cc2)cc1 (configuration not stated)
  A = -14%	B = 22%	C = -15%[8.37 µM]	D = 9%	E = ·	F = 0%

CSCCC(NC(=O)COc1ccccc1)C(=O)N1CCC(C(N)=O)CC1 (configuration not stated)
  A = -1%	B = ?	C = 6%	D = ?	E = ·	F = -13%

CCOC(=O)c1cc(-c2ccccc2)sc1NC(=S)Nc1cccc(C)n1
  A = 4%	B = 42%[activator]	C = 12%	D = 54%[activator]	E = 2%	F = 5%

Next compounds follow.
Letters – A = TbPYK inhibitor; B = Pf growth 96h; C = HCV inhibitor; D = Pf growth 48h; E = LmPK inh; F = Sm TGR inh
COc1ccc(CNC(=O)CCCn2nc(C)c([N+](=O)[O-])c2C)cc1
  A = -8%	B = 36%[activator]	C = -24%	D = -8%	E = -2%	F = 9%

COc1ccc(C(=O)NC2CCN(C(=S)NCc3ccco3)CC2)cc1
  A = 5%	B = 9%	C = 12%	D = ?	E = -2%	F = -12%

O=C(c1[nH]ncc1[N+](=O)[O-])N1CCOCC1
  A = -8%	B = ?	C = 18%	D = -6%	E = 17%	F = 7%

Cc1cccn2c(=O)c(C=O)c(N3CCN(c4ccc(F)cc4)CC3)nc12
  A = 6%	B = -3%[5.75 µM]	C = 4%	D = 37%[activator]	E = 0%	F = 4%

COc1ccc(S(=O)(=O)N2CCCC(C(=O)NCc3ccc4c(c3)OCO4)C2)cc1 (configuration not stated)
  A = 0%	B = -23%	C = -6%	D = 2.1µM*	E = 6%	F = -3%

O=C(NCc1ccc(Cl)cc1)c1ccc(S(=O)(=O)N2CCCCC2)cc1
  A = -9%	B = ?	C = -16%	D = ?	E = ·	F = -1%

Cn1cc(C(=O)C(=O)N2CCCC2)c2ccccc21
  A = 3%	B = -26%	C = -13%	D = 10%	E = -3%	F = 0%

CC(=O)NN1C(=O)/C(=C\c2ccc(Cl)cc2)SC1=S
  A = 0%	B = 54%[activator]	C = 4%	D = 11%	E = -1%	F = -6%

N#CC1=C(N)SC(N)=C(C#N)C1C1C=CCCC1 (configuration not stated)
  A = 5%	B = -12%	C = -10%	D = -17%	E = 4%	F = -28%

Cc1ccc(-n2c(SCC(=O)NCC3CCCO3)nc3c(c2=O)SCC3)cc1 (configuration not stated)
  A = -12%	B = 0%	C = 7%	D = 2%	E = 5%	F = 1%

(listing goes on)
Letters – A = TbPYK inhibitor; B = Pf growth 96h; C = HCV inhibitor; D = Pf growth 48h; E = LmPK inh; F = Sm TGR inh
CC[N+](C)(C)CCN(Cc1ccc(Cl)cc1)c1ccccn1
  A = -1%	B = 2.6µM*	C = -2%	D = ·	E = -6%	F = -8%

Cc1ccc(-c2nnn(CC(=O)N(CC(=O)NC3CCCCC3)c3cccc(F)c3)n2)o1
  A = -3%	B = 18%	C = 3%	D = ?	E = 11%	F = -19%

O=C(NC(=S)N1CCN(c2ccc([N+](=O)[O-])cc2)CC1)c1ccccc1F
  A = -25%	B = 36%[activator]	C = 6%	D = 11%	E = 0%	F = 0%

COc1ccc2c(c1)CCc1c(C(=O)Nc3ccn(Cc4ccc(C)cc4)n3)noc1-2
  A = -7%	B = 30%	C = 1%	D = 16%	E = 1%	F = 6%

CCCCCCn1nc(C(=O)Nc2nc3c(s2)CCCC3)c2ccccc2c1=O
  A = 1%	B = ?	C = 9%	D = ?	E = -5%	F = 6%

Cc1cccc(C)c1NC(=O)C1(NC(=O)C2CCC(=O)N2)CCCCC1 (configuration not stated)
  A = 2%	B = 14%	C = 16%	D = ?	E = 2%	F = -1%

Cc1ccc(NC(=S)NCc2ccc(Cl)cc2)c(OC(F)F)c1
  A = -1%	B = 4.1µM*	C = -18%	D = ?	E = 1%	F = -24%

CC1CCCCN1C(=S)NCc1ccccc1 (configuration not stated)
  A = 5%	B = 15%	C = 0%	D = 1%	E = 2%	F = -1%

CC(C)(C)C(=O)Nc1cccc(-c2nnc(-c3cccc(NC(=O)C(C)(C)C)c3)o2)c1
  A = 7%	B = ?	C = -4%	D = 4.7µM*	E = 6%	F = 0%

CC1(C)OC2OC(C(=O)N/N=C/c3cc(Br)ccc3O)C3OC(C)(C)OC3C2O1 (configuration not stated)
  A = -6%	B = 8%	C = -10%	D = -13%	E = 2%	F = -16%

Later entries:
Letters – A = TbPYK inhibitor; B = Pf growth 96h; C = HCV inhibitor; D = Pf growth 48h; E = LmPK inh; F = Sm TGR inh
COc1ccc(C2CC(c3ccccc3)Nc3nc(NC(=O)c4ccco4)nn32)cc1 (configuration not stated)
  A = -16%	B = ?	C = -5%	D = ·	E = 11%	F = 14%[11.4 µM]

CC(C)(C)OC(=O)N1CC=C2C(C#N)=C(N)C(C#N)(C#N)C(c3cccs3)C2C1 (configuration not stated)
  A = 4%	B = 0%	C = ?	D = ?	E = 0%	F = ?

COc1ccccc1CN(Cc1nc2ccccc2c(=O)[nH]1)C(=O)Nc1ccc(C)cc1
  A = 2%	B = ·	C = -30%	D = ?	E = 5%	F = 1%

COC(=O)c1ccc(Cn2cnc3c(sc4nc(N5CCOCC5)c5c(c43)CCCC5)c2=O)o1
  A = -3%	B = 26%	C = 11µM*!	D = 1.7µM*	E = 2%	F = ?

O=C(c1ccccc1Cl)N1CCc2ccccc2C1
  A = 2%	B = ·	C = 2%	D = -24%	E = -2%	F = -35%

NNC(=O)COc1ccccc1[N+](=O)[O-]
  A = -1%	B = 21%	C = 17%	D = 11%	E = -5%	F = 0%

Cc1nc2ccccc2c(=O)n1CCN1CCOCC1
  A = 2%	B = ·	C = 15%	D = 18%	E = -1%	F = -17%

CC1CN(C(=O)CCC(=O)NCCCN2CCN(Cc3ccccc3)CC2)c2cc(Cl)ccc2O1 (configuration not stated)
  A = -11%	B = ?	C = ?	D = ?	E = -9%	F = -7%

COc1ccccc1C1=NC(c2ccccc2)CN1c1ccccc1 (configuration not stated)
  A = 2%	B = 4%	C = ?	D = 3%[0.00184 µM]	E = 4%	F = 15%

COc1ccc(CN(C(=O)COc2ccc(C)c(C)c2)C2CCS(=O)(=O)C2)cc1OC (configuration not stated)
  A = 10%	B = ?	C = -7%	D = 1%	E = -3%	F = -1%

(more compounds)
Letters – A = TbPYK inhibitor; B = Pf growth 96h; C = HCV inhibitor; D = Pf growth 48h; E = LmPK inh; F = Sm TGR inh
CC(C)CCC(C)N=Cc1c(O)n(Cc2ccccc2)c(=O)c2ccccc12 (configuration not stated)
  A = -6%	B = ·	C = 7%	D = ?	E = 4%	F = -4%

COc1cccc2c(=O)n(CC(=O)N3CCCCC3)ccc12
  A = -1%	B = 0%	C = 20%	D = 5%	E = -4%	F = 5%

COCCNC(=O)C(c1cccnc1)N(Cc1ccc(C)cc1)C(=O)Cn1nnc2ccccc21 (configuration not stated)
  A = -5%	B = 28%	C = 19%	D = 25%	E = 1%	F = 3%[57.1 µM]

O=C(NCCc1ccccc1)c1ccncc1
  A = ·	B = ·	C = ·	D = 124%[activator]	E = -2%	F = 18%

CCCCNC(=S)N1CCN(c2nc3ccccc3s2)CC1
  A = -2%	B = ?	C = ?	D = 0%	E = -2%	F = -3%

CCOC(=O)c1c(/N=C/c2cccc([N+](=O)[O-])c2O)sc2c1CCC2
  A = -12%	B = ?	C = -30%	D = ?	E = -19%	F = ?

COC(=O)C1C(O)=C(C=Nc2ccccc2)C(=O)CC1(C)C (configuration not stated)
  A = -1%	B = -17%	C = 22%	D = ?	E = -1%	F = 10%

No enrichment for hits; about 16% have a hit in one of these screens.
